# Source: PubChem BioAssay
# PriA SSB inh = inhibitors of Klebsiella pneumoniae PriA binding to SSB C-terminal tail, primary screen, biochemical, AlphaScreen. PriA–SSB C-terminal tail interaction (Klebsiella pneumoniae). AlphaScreen SSBct-PriA binding, biotinylated peptide. inhibition, % at 33 µM. hit rate 0.6% among 430,000. AID 1272365, 2023; in the data active = inhibition mostly above about 37%, no sharp cut-off; inactive = mostly below about 20%;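 note: plate controls were negative control peptide for no effect and reference peptide for full effect; strong numbers were not always called active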
# Starred values were filed as active, the others as inactive; & = joins results of further samples. This is a subset, so the mix of outcomes need not match the whole.
entry	Structure	PriA SSB inh
1	CC(=O)N1CCc2c(sc3nc(SCc4cccc([N+](=O)[O-])c4)n(Cc4ccco4)c(=O)c23)C1	19
2	CC(C)CS(=O)(=O)C1CN(C(=O)C2CC2)C1	11
3	Cc1cc(NC(=O)COc2coc(CN3CCc4ccccc4C3)cc2=O)no1	-13&-2
4	Cn1nc(CNS(=O)(=O)/C=C/c2ccccc2)c2c1CCOC2	-14
5	COc1ccccc1/C=C/C=NN1CCN(Cc2ccccc2)CC1	-4
6	COC(=O)c1ccc(OC)c(S(=O)(=O)NC[C@H](O)c2csc3ccccc23)c1	-13
7	COCCNC(=O)Cn1cc(S(=O)(=O)c2ccc(F)cc2)c2ccccc21	-5
8	Cc1ccc(N2CCN(CC(=O)Nc3ccc(Br)cc3)CC2)cc1Cl	-14
9	Cn1cc(CC(=O)Nc2ccc(F)cc2)c2ccccc21	-1
10	CC(=NNc1nnc2c3ccccc3n(C)c2n1)c1ccc(C)o1	22
11	Cc1ccc(NC(=O)CN2CCC(C(=O)NCc3cccnc3)CC2)cc1	-13
12	Cc1c(Cl)ccc2sc(N(CCCN(C)C)C(=O)c3ccn(C)n3)nc12	7
13	O=C(C[C@@H]1Sc2ccccc2NC1=O)Nc1ccc(F)cc1	-24
14	CCNC(=S)NN=Cc1ccc(OCC(=O)Nc2ccc(C)cc2)cc1	-4
15	COc1ccc(C=NNc2nonc2N)c(OC)c1	-9
16	C=CCn1c(O)c(C(CC)=NNC(=S)Nc2ccccc2)c(=O)[nH]c1=O	1
17	CCn1cc(NC(=O)N2CCN(c3ccccc3F)CC2)c2ccccc21	5
18	Cc1ccc(C)c(C(=O)Nc2cnc(-n3ccnc3)nc2)c1	-13
19	O=C(CCc1ccc(F)c(Cl)c1)N1CC(S(=O)(=O)Cc2ccco2)C1	-1
20	Cc1ccc(S(=O)(=O)N2CCC(c3nnc(-c4ccsc4)o3)CC2)s1	-12

# Remaining list, next part
entry	Structure	PriA SSB inh
21	COc1ccccc1NC(=O)COc1ccc(C=NNS(=O)(=O)c2ccc(C)cc2)cc1	-6
22	COc1ccc(CC(=O)N2CCN(Cc3nc4ccccc4[nH]3)CC2)cc1	3
23	CCN(CC)C(C(=O)NC1CCCC1)c1cc2c(cc1[N+](=O)[O-])OCO2 (configuration not stated)	-17
24	Cc1nnsc1C(=O)N1CCC(CNC(=O)CCc2ccc(C(F)(F)F)cc2)CC1	-8
25	COc1ccc(-n2ccn(CC(=O)Nc3cc(C)ccc3OC)c2=O)cc1	-8
26	CCOC(=O)c1c(NC(=O)CCSc2nnc3ccccn23)sc2c1CCC(C)C2 (configuration not stated)	-5
27	O=C(/C=C/c1ccccc1)Nn1cnc2c(cnn2-c2cccc(Cl)c2)c1=O	3
28	Cc1cc(S(=O)(=O)NCCOc2ccc3nnc(C)n3n2)ccc1F	0
29	CSc1cccc(NC(=O)Cn2cc(C(=O)N3CCCC3)c(=O)c3ccc(C)nc32)c1	-4
30	O=C(CSc1ccc(-c2ccc3c(c2)OCO3)nn1)c1ccc(Cl)cc1	-3
31	O=C(C[C@H]1CCCCN1S(=O)(=O)c1ccccc1)NCCCc1ccccc1	-17
32	CC(=O)Nc1ccc(SCCCC(=O)N2CCN(c3ccccc3)CC2)nn1	-11
33	COC(=O)CC(C)=NNc1ccc(S(=O)(=O)N2CCCC2)cc1[N+](=O)[O-]	22
34	O=C(NCCn1ncccc1=O)c1cc2ccccc2[nH]1	-17
35	COC(=O)c1ccccc1-c1ccc(C=NNC(=O)c2cc3ccccc3o2)o1	3
36	O=C(NCCN1CCN(C(=O)COc2ccc3ccccc3c2)CC1)c1ccc2c(c1)OCO2	-6
37	CS(=O)(=O)C1CCN(C(=O)C2COc3ccccc3O2)CC1 (configuration not stated)	-8
38	CCNc1nc(NCC)nc(Nc2ccc(Cl)cc2)n1	-2
39	O=C(Nc1ccccc1C(F)(F)F)N1CCC(c2cccs2)CC1	-4
40	Cc1nc2sccn2c(=O)c1NC(=O)CSCc1ccccc1	2

# (further entries)
entry	Structure	PriA SSB inh
41	NC(Cc1ccc([N+](=O)[O-])cc1)=NOC(=O)c1ccco1	11
42	COc1ccc(-c2nnc(NC(=O)c3ccn(C)n3)o2)cc1	1
43	O=C(NCC(c1ccsc1)N1CCCCCC1)c1ccccc1F (configuration not stated)	-8
44	Nc1ccc(Br)cc1C(O)c1ccccc1Cl (configuration not stated)	4
45	C=CCc1ccccc1OCCn1c(CN(C)C(C)=O)nc2ccccc21	5
46	O=C(NCCc1ccccc1)N1CCC(Oc2cnccn2)CC1	-11
47	CC(C)(C)c1ccc(C(=O)Nc2nnc(-c3cccc(S(C)(=O)=O)c3)o2)cc1	1
48	Cn1cccc1-c1noc(CNC(=O)C2CC=CCC2)n1 (configuration not stated)	-4
49	CC(=O)O/C(=C\Oc1ccccc1OC(C)=O)c1ccc([N+](=O)[O-])cc1	14
50	Cc1ccc2nc(SCC(=O)NN=Cc3ccco3)cc(C)c2c1	-11
51	O=C(C[n+]1ccccc1)NN=Cc1cccs1	-17
52	O=C(NCC1(Sc2ccccc2)CCOCC1)c1ccc(Br)o1	2
53	O=C(COc1cccc2c1CCN(Cc1ccc(F)cc1)C2=O)N1CCC(Cc2ccccc2)CC1	-6
54	Cn1cc(S(=O)(=O)NC(c2cccnc2)C2CCOCC2)cn1 (configuration not stated)	4
55	O=C(N1Cc2cncnc2C1)C1(c2ccccc2)CCOCC1	-20
56	CCC(=O)N1CCN(c2cc(-n3ccnc3)ncn2)CC1	-15
57	N#CCSc1ccc2nnc(-c3ccncc3)n2n1	10
58	O=C(Cc1cccc2ccccc12)Nc1ccc2c(c1)CN(C(=O)C1CC1)CC2	-5
59	CSc1ccccc1NC(=O)C(=O)NC(C)Cc1ccco1 (configuration not stated)	-8
60	O=C(Nc1nnc(SCc2ccc(F)cc2)s1)c1ccccc1Cl	24

# The list continues:
entry	Structure	PriA SSB inh
61	O=C1c2ccccc2C(=O)N1CSc1ccccc1	-17
62	O=C(/C=C/c1cccs1)Nc1ccccc1C(=O)c1ccccc1	-1
63	Cc1ncc([N+](=O)[O-])n1CCOC(=O)c1ccc(F)cc1	-12
64	CCC(O)c1nc2ccccc2n1CC(=O)N(C)c1ccccc1 (configuration not stated)	-4
65	COc1ccccc1N1CCN(C(=O)c2csc(NC(=O)Nc3ccccc3)n2)CC1	6
66	c1nc(Nc2ccc3c(c2)OCCO3)c2c3c(sc2n1)CCC3	1
67	O=S(=O)(c1ccc2c(c1)OCCO2)N1CCN(c2cnccn2)CC1	0
68	O=C1OC[C@H]2CCCN2C(=O)[C@@H](CC(=O)N(CCO)Cc2ccccc2)C/C=C/CC[C@@H]1Cc1ccc(F)cc1	-10
69	O=C(CSC1c2ccccc2-c2ccccc21)NN=Cc1ccc(C(=O)O)cc1	-10
70	Cc1nn(C2CCS(=O)(=O)C2)c2nc(-c3cccs3)cc(C(=O)N3CCc4ccccc43)c12 (configuration not stated)	-4&13
71	Cc1cc(Cl)ccc1NC(=O)CCc1ccc(=O)n(C)n1	0
72	S=c1[nH]ncn1N=Cc1cccc(Oc2ccccc2)c1	-16
73	O=C(CSc1nc(-c2cccc([N+](=O)[O-])c2)cs1)NCc1ccc2c(c1)OCO2	-12
74	COc1ccc(Br)c(C(=O)N2CC(c3nc(-c4ccco4)no3)C2)c1	5
75	N#Cc1ccccc1NC(=O)C(=O)NCc1ccco1	-3
76	COc1ccc2c(CC(=O)NCCCn3ccnc3)cc(=O)oc2c1	-2
77	C(=Nn1cnc2ccccc21)c1cccnc1	-15
78	COc1ccc(Cl)cc1NC(=O)N1CCN(c2ccc3nncn3n2)CC1	-2
79	COc1ccc(C=Nn2c(SC)nnc(C(C)(C)C)c2=O)cc1OC	-3
80	Cc1ccc(C=NNC(=O)CSc2nc3ccccc3n2C)s1	-8

# The results go on.
entry	Structure	PriA SSB inh
81	Cc1ccccc1OCC(=O)NCC#CCN(C)C	-15
82	COc1cccc(NC(=O)C(=O)NCCC(C)C)c1	-11
83	COc1cc(CSCc2csc(NC(=O)c3ccco3)n2)cc(OC)c1	8
84	CC(O)CNC(=O)C(=O)NCCC1=CCCCC1 (configuration not stated)	-7
85	CCOC(=O)N1CCN(C(=O)CN2CC(c3nc(-c4ccsc4)no3)C2)CC1	-7
86	CC1CN(C(=S)NC(=O)c2ccc(Cl)cc2Cl)CC(C)O1 (configuration not stated)	-12
87	Cc1cc(C)n(CC(=O)NCc2ccc3c(c2)OCO3)c(=O)c1-c1nc(-c2ccc(Cl)cc2)no1	-4
88	CCc1cc(=O)[nH]c(SCc2nc(-c3ccc(F)c(Cl)c3)no2)n1	-1
89	CC1(N2CCCCC2)CC2(O)C(=NO)CCCC2=[N+]1[O-] (configuration not stated)	6
90	COc1ccc(-c2cn3cccnc3n2)cc1NC(=O)c1cccc(C(F)(F)F)c1	-7&-5
91	Cc1csc(C(=O)NCCn2nc(-c3ccncc3)c3c2CCCC3)c1	-10
92	O=C(CN1CCN(CC(O)c2ccco2)CC1)NCC1CCCO1 (configuration not stated)	-7
93	COc1ccc(S(=O)(=O)Nc2ccc3c(c2)C(=O)Nc2cc(C)ccc2O3)cc1Cl	43
94	S=c1[nH]nc(-c2ccccn2)n1N=Cc1ccc(Cl)cc1	3
95	COc1ccc(CC(=O)NCC(=O)N/N=C\c2c[nH]c3ccccc23)cc1	8
96	O=C(CN1NC2=CCCCC2=CC1=O)Nc1nc(-c2ccccn2)cs1	45
97	COc1cc(Cl)c(C)cc1NC(=O)CCc1sc(C)nc1-c1cccs1	2
98	O=C(NN=Cc1cccs1)c1c[nH]c2ccccc12	7
99	Cc1ccc(-c2csc3ncn(N=CN(C)C)c(=O)c23)o1	-18
100	O=[N+]([O-])c1ccc(CSc2nnc(-c3cccc(S(=O)(=O)N4CCCC4)c3)o2)cc1	0

# Looked up by compound from the entries so far:
entry	Structure	PriA SSB inh
92	O=C(CN1CCN(CC(O)c2ccco2)CC1)NCC1CCCO1 (configuration not stated)	-7
18	Cc1ccc(C)c(C(=O)Nc2cnc(-n3ccnc3)nc2)c1	-13

# Continuation.
entry	Structure	PriA SSB inh
101	C[C@H]1CCCN(S(=O)(=O)c2ccc(C(=O)Nc3nnc(Cc4cccs4)o3)cc2)C1	91*
102	CCn1cc(C=NNC(=O)Cc2ccc(Cl)cc2)cn1	4
103	C=CCSc1nc(C)cc(=O)[nH]1	-7&-7
104	Cn1cccc1C(O)CCNS(=O)(=O)c1ccc(N2C(=O)CCC2=O)cc1 (configuration not stated)	3
105	O=C(c1cnccn1)N1CCN(c2ccc(-n3cncn3)nn2)CC1	6
106	COc1ccc(/C=C\C(=O)Nc2c(C(=O)Nc3ccc(C)cc3)oc3ccccc23)cc1OC	14
107	Cc1ccc(NN=C(C#N)C(=N)N2CCCCC2)cc1	15
108	O=C(Nc1ccc(F)c(Cl)c1)C(=O)N1CCC2(CC1)OCCN2S(=O)(=O)c1cccs1	9
109	O=[N+]([O-])c1ccc(Oc2ccc(-c3ccccc3)cc2)cc1	-7
110	O=C(NCCc1ccc(Cl)cc1)C(=O)Nc1ccc(F)c(F)c1	-12&-5
111	CCCCN(CCCC)C(=O)C[n+]1cccc(C=NO)c1	-7
112	CN(C)S(=O)(=O)c1ccc(C(=O)Nc2ccc(CC(=O)N3CCOCC3)cc2)cc1	-15
113	O=C(NCCS(=O)(=O)NCCc1c[nH]c2ccccc12)c1ccccc1	13
114	C=CCn1c(SCC(=O)Nc2nsc(-c3ccc(Cl)cc3)n2)nc2scc(-c3ccc(Cl)cc3)c2c1=O	-11
115	Cc1onc(-c2ccccc2Cl)c1C(=O)Nc1nnc(-c2ccccc2)s1	2
116	COc1cccc(CC(=O)NCC2(OC)Cc3ccccc3C2)c1	-8
117	Cc1ccc(Cl)c(-n2nnc(C(=O)Nc3ccccc3C#N)c2C)c1	0
118	NS(=O)(=O)c1ccc(CNC(=O)c2csc(Nc3ccccc3)n2)cc1	-2
119	O=C(CCn1c(=O)sc2ccccc21)Nc1cc(Cl)ccc1Cl	-9
120	Cc1ccccc1CSc1nnc2ccc(-c3ccc4c(c3)OCO4)nn12	-6

# The list continues.
entry	Structure	PriA SSB inh
121	CSc1nncc(C(C)=NO)n1	-5
122	CCc1cccc2sc(N(CCN3CCOCC3)C(=O)CCc3ccccc3)nc12	-4
123	CCCCOc1ccc(C(=O)NCCN2CCn3cc(OC)c(=O)cc3C2=O)cc1	5
124	COc1cc(OC)cc(-c2noc(C3CCN(S(=O)(=O)c4cccs4)CC3)n2)c1	11
125	CCn1nc(C)c(/C=C2/SC(=S)NC2=O)c1C	-6
126	O=C(O)COc1ccccc1/C=C1\NC(=S)NC1=O	12
127	COc1cc(-c2noc(Cn3cnc4c(nnn4-c4cccc(Cl)c4)c3=O)n2)cc(OC)c1OC	-19
128	CC(=O)Nc1c(C)nc(N2CCN(C)CC2)nc1C	-12
129	O=S(=O)(C1CC1)N1CCCC[C@H](c2ccc(F)cc2)C1	-16
130	COc1cccc(CSc2nc(CC(=O)N3CCc4ccccc4C3)cc(=O)[nH]2)c1	6

# 13 entries already listed, ordered by heavy-atom count, low to high.
entry	Structure	PriA SSB inh
121	CSc1nncc(C(C)=NO)n1	-5
125	CCn1nc(C)c(/C=C2/SC(=S)NC2=O)c1C	-6
126	O=C(O)COc1ccccc1/C=C1\NC(=S)NC1=O	12
129	O=S(=O)(C1CC1)N1CCCC[C@H](c2ccc(F)cc2)C1	-16
119	O=C(CCn1c(=O)sc2ccccc21)Nc1cc(Cl)ccc1Cl	-9
116	COc1cccc(CC(=O)NCC2(OC)Cc3ccccc3C2)c1	-8
117	Cc1ccc(Cl)c(-n2nnc(C(=O)Nc3ccccc3C#N)c2C)c1	0
113	O=C(NCCS(=O)(=O)NCCc1c[nH]c2ccccc12)c1ccccc1	13
120	Cc1ccccc1CSc1nnc2ccc(-c3ccc4c(c3)OCO4)nn12	-6
124	COc1cc(OC)cc(-c2noc(C3CCN(S(=O)(=O)c4cccs4)CC3)n2)c1	11
123	CCCCOc1ccc(C(=O)NCCN2CCn3cc(OC)c(=O)cc3C2=O)cc1	5
127	COc1cc(-c2noc(Cn3cnc4c(nnn4-c4cccc(Cl)c4)c3=O)n2)cc(OC)c1OC	-19
114	C=CCn1c(SCC(=O)Nc2nsc(-c3ccc(Cl)cc3)n2)nc2scc(-c3ccc(Cl)cc3)c2c1=O	-11
